HSF1 inh: HSF1 inhibition; actives 0.77% (n = 300,000); AID 2098; activity change, negative = inhibition, % at 7.5 µM (by protocol); NIH3T3-HGL HSE-luciferase, MG132-induced, luminescence 8 h; stronger effect = lower value;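 active = more than half of replicate wells show activity change below -50%, luminescence cut by over half; inconclusive = some wells, but at most half, below -50%; inactive = no replicate well below -50%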;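 note: luciferase reports HSF-1 transcriptional activity via heat shock element; 0% = median of DMSO wells and -100% = zero luminescence signal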
Platelet DG rel: modulates dense granule release in human platelets; actives 0.22% (n = 300,000); inhibition, %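 (compounds screened at 7.5 µM in platelet-rich plasma)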; AID 1663; human platelet-rich plasma, SFLLRN dense granule ATP release, luminescence;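 active = mean replicate score, as percent of positive control, at or above 50; inconclusive = mean below 50 but at least one replicate at or above 50; inactive = mean and every replicate below 50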
PolyA inh: inhibitors of polyadenylation in S. cerevisiae; S. cerevisiae SKY197-pL101 polyadenylation reporter, beta-gal luminescence; efflux-impaired pdr1/pdr3 knockout yeast; score 100 = 6 SD above DMSO; calls only at 12 µM; actives 0.02% (n = 300,000); AID 1875;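 active = lowest replicate activity score at least 50, where 100 means six control SD above control mean; inconclusive = lowest score under 50 but half or more replicates reach 50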;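 note: yeast exposed to compound for 9 h at 30 °C; higher score means more reporter readthrough which indicates perturbed polyadenylation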
AI-2 QS mod: modulators of Vibrio harveyi AI-2 quorum sensing system | Vibrio harveyi JMH597 AI-2 luminescence/OD600 ratio, 9 h; stronger effect = lower value; strain lacks LuxN and CqsS sensors; 0 = neutral-control median | activity change, % at 7.5 µM | actives 0.4% (n = 300,000) | AID 2094; in the data active = activity change below about -75%, passing the limit was not always enough; inconclusive = no clear call, values can overlap the other calls;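 note: luminescence divided by OD600 gain over 9 h not by final OD600 alone; inactives centre near 13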
HSP90 refold inh: inhibitors of HSP90 luciferase refolding in rabbit reticulocyte lysate. luciferase refolding luminescence, 3 h. inhibition, % at 5.6 µM. actives 0.91% (n = 290,000);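 active = inhibition above the screen-wide mean plus 3 SD, computed separately per campaign, cut at about 16% in these data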;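 note: 0% = DMSO wells and 100% = 60 µM geldanamycin wells; inhibitors lower the luminescence because luciferase stays unfolded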
Dyrk1A ADPGlo: Dyrk1A (rat) kinase inhibition | ADP-Glo luminescence, NFATc1 peptide | inhibition, % at 12.5 µM | actives 0.43% (n = 310,000) | AID 504441; in the data active = inhibition above about 50%;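 note: plate controls were vehicle with enzyme for no effect and no enzyme for full effect; many of its hits are not listed in these tables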
GSK3B inh: human GSK3beta kinase inhibition | P49841 | GST-GSK3beta kinase, ADP-Glo luminescence, 60 min; stronger effect = lower value | activity score (negative = inhibition), % at 10 µM | actives 0.038% (n = 300,000);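 active = more than half of replicate wells score below -50%, meaning over 50% inhibition versus plate controls; inconclusive = some replicates but at most half score below -50%; inactive = no replicate scores below -50%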;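 note: 0% = median DMSO wells and -100% = median GW8510 positive control wells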
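test system = GST-tagged human GSK3beta kinase, cell-free | reagent = 25 µM ATP with peptide substrate | dosing = one dose of 10 µM per compound | schedule = 60 min reaction, RT | detection = luminescent ADP-Glo measurement of ADP formed | control set = DMSO neutral wells and GW8510 at 20 µM as positive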
HSF1 activator: increases HSF-1 driven luciferase reporter signal | NIH3T3-HGL HSF-1 luciferase reporter, MG132, 8 h; 100% = twice DMSO control signal | activation, % at 9 µM | actives 1.7% (n = 300,000);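 active = mean replicate activation of at least 50% with a set share of replicates each reaching 50%; inconclusive = only one of those two conditions met; inactive = mean below 50% and too few replicates reaching it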;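 note: 0% = median of the neutral control wells and 100% = twice that signal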
GSK3A inh: human GSK-3 alpha kinase inhibition; inhibition, % at 10 µM; P49840; ADP-Glo luminescence, 60 min; actives 0.1% (n = 320,000); AID 2650;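 in the data active = inhibition above about 50%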;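 note: GST-tagged GSK-3 alpha with peptide substrate and 25 µM ATP; 0% = DMSO neutral wells and 100% = GW8510 positive control wells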
Target sequence (P49840 whole entry, looked up): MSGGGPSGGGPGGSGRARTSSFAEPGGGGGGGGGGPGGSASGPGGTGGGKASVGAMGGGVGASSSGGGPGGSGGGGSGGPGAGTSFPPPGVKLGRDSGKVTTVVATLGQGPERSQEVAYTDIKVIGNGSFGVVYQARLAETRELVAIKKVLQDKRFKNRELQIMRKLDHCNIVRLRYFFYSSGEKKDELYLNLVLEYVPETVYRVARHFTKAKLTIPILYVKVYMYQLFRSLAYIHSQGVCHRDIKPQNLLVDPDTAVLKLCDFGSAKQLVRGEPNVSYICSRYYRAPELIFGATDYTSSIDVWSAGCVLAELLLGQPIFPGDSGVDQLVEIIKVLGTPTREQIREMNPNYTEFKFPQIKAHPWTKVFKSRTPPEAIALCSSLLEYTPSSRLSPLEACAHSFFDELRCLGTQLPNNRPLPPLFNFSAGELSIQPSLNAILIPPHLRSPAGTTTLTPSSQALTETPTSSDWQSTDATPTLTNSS
HDAC3 inhib: blocks human histone deacetylase 3; O15379; recombinant HDAC3, fluorogenic peptide/trypsin coupled, fluorescence; inhibition, % at 8.3 µM; actives 0.15% (n = 320,000); AID 2718; in the data active = inhibition above about 26%, passing the limit was not always enough; inconclusive = no clear call, values can overlap the other calls
Target sequence (O15379 whole entry, looked up): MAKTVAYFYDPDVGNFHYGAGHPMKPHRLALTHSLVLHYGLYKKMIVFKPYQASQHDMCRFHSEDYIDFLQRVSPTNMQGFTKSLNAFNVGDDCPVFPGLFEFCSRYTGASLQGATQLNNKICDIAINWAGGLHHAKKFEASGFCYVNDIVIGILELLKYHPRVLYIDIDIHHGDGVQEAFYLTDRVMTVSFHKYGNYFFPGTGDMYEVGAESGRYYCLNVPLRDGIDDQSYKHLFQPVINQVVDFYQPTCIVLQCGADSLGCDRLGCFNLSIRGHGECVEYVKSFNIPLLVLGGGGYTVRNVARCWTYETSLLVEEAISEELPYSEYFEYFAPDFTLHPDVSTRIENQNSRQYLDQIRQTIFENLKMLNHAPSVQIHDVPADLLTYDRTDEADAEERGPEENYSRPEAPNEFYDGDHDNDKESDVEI
* = called active by the depositor; i = inactive; ? = inconclusive; nt = no result given; & = joins results of further samples.

Start of the listing, in advance:
SMILES	HSF1 inh	Platelet DG rel	PolyA inh	AI-2 QS mod	HSP90 refold inh	Dyrk1A ADPGlo	GSK3B inh	HSF1 activator	GSK3A inh	HDAC3 inhib
CC(C)C[C@H]1CN=C(Nc2ccccc2)N1CCCC1CCCC1	4	-1	i	6	-3	12	-5	-4	0	12
C[C@]12CCC(=O)C[C@@H]1CC[C@@H]1[C@@H]2CC[C@]2(C)[C@@H](C(=O)COC(=O)CCC(=O)O)CC[C@@H]12	1&-4	4&1	i	11&16	-2&4	3&-2	2&2	19&-5	-1&-1	-1&-3

This part in full (from the top)
SMILES	HSF1 inh	Platelet DG rel	PolyA inh	AI-2 QS mod	HSP90 refold inh	Dyrk1A ADPGlo	GSK3B inh	HSF1 activator	GSK3A inh	HDAC3 inhib
CC(C)C[C@H]1CN=C(Nc2ccccc2)N1CCCC1CCCC1	4	-1	i	6	-3	12	-5	-4	0	12
C[C@]12CCC(=O)C[C@@H]1CC[C@@H]1[C@@H]2CC[C@]2(C)[C@@H](C(=O)COC(=O)CCC(=O)O)CC[C@@H]12	1&-4	4&1	i	11&16	-2&4	3&-2	2&2	19&-5	-1&-1	-1&-3
C/C(=N\NC(N)=O)c1cc(Cl)cc(Cl)c1O	-17	-2	i	20	1	nt	3	-4	1	1
CN(Cc1c(C(=O)N/N=C/c2ccccc2F)nnn1-c1nonc1N)c1ccccc1	2	-4	i	53	-3	-5	-9	-19	2	11
Cc1ccc(C)c(S(=O)(=O)Nc2ccc(C(=O)NCC(c3ccco3)N3CCCCC3)cc2)c1 (stereo not drawn)	-1	16	i	23	-5	-4	0	-1	-3	9
COc1ccc(C(CNC(=O)c2cccc(NS(=O)(=O)c3ccccc3)c2)N(C)C)cc1 (stereo not drawn)	-5	1	i	-7	-2	nt	0	-6	-2	2
C/C(=N/Nc1ncc(C(F)(F)F)cc1Cl)c1ccncc1	4	-1	i	14	2	-4	-1	3	-1	3
O=C(NCc1ccc(F)cc1)C1CC(=O)N(CCc2ccccc2)C1 (stereo not drawn)	-4	-12	i	59	2	-6	0	-1	-2	8
O=C(Cn1cc(C(=O)c2cccs2)c2ccccc21)NCC1CCCO1 (stereo not drawn)	2	10	i	21	0	3	0	5	-2	1
COc1ccc(OCCCC(=O)N(C)CC(=O)Nc2ccccc2Cl)cc1	-3	32	i	10	5	-8	2	-5	0	0
COc1ccc(C(=O)C2CCCN(C(=O)c3cc(C(C)C)no3)C2)cc1F (stereo not drawn)	0	4	i	12	1	4	0	-7	5	12
COC(=O)c1c(NC(=O)C(=O)N2CCOCC2)sc2c1CCC2	-2	-1	i	12	-2	0	-4	-1	-2	-2
COc1ccccc1CNC(=O)CCNS(=O)(=O)c1cccc2nonc12	0	-2	i	40	-1	-6	-5	11	2	2
CC(=O)Nc1nc2c(s1)C(=O)NCC(C)(C)C2	4	24	i	22	1	nt	4	12	1	-4
CS(=O)(=O)Nc1nc2n(n1)C(c1ccc(F)cc1)CC(c1ccccc1)N2 (stereo not drawn)	1	7	i	13	-3	1	-2	-12	0	nt
COc1ccc(-n2c(SCC(=O)N3CCCCC3C)nnc2-c2cccnc2)cc1 (stereo not drawn)	6	3	i	14	0	-2	1	15	2	2
CCCCNC(=O)c1onc(CSc2ccccn2)c1C(=O)NCCCC	4	-3	i	15	nt	8	4	-2	-3	11
Cc1ccc(NC(=O)C(OC(=O)c2ccc(F)cc2)c2ccccc2)cc1Cl (stereo not drawn)	2	4	i	24	-2	4	-1	13	2	-5
CNC(=S)Nc1ccc(OC(F)(F)F)cc1	-38	0	i	11	-2	14	-1	-43	1	3
CCOc1cc(C(c2c(C)[nH][nH]c2=O)c2c(C)[nH][nH]c2=O)ccc1OS(=O)(=O)c1ccccc1	15	-4	i	-5	8	0	1	15	1	11
O=C(c1ccco1)N1CCN(C(=O)C2(S(=O)(=O)c3ccc(Cl)cc3)CC2)CC1	-4	7	i	nt	4	-3	nt	-5	0	1
CCOc1ccc2nc(SC3CC(=O)N(c4ccc(OC)cc4OC)C3=O)sc2c1 (stereo not drawn)	6	7	i	12	0	-5	1	18	-1	3
O=C(NC1CC2CCCC(C1)N2C(=O)Nc1ccccc1Cl)C1CC1 (stereo not drawn)	7	-3	i	15	-3	0	2	23	-3	16
Cc1ccc(Cn2c(C)c3cnn(CC(=O)NC4CCCC4)c(=O)c3c2C)cc1	-1	0	i	26	-2	-3	7	14	-2	1
CC(C)CCNC(=O)CCCn1c(=O)[nH]c2ccc(Br)cc2c1=O	-2	-3	i	17	2	3	-2	10	1	0

Arranged by the number under HDAC3 inhib (descending): four of the compounds above.
structure	HSF1 inh	Platelet DG rel	PolyA inh	AI-2 QS mod	HSP90 refold inh	Dyrk1A ADPGlo	GSK3B inh	HSF1 activator	GSK3A inh	HDAC3 inhib
COc1ccc(C(=O)C2CCCN(C(=O)c3cc(C(C)C)no3)C2)cc1F (stereo not drawn)	0	4	i	12	1	4	0	-7	5	12
O=C(NCc1ccc(F)cc1)C1CC(=O)N(CCc2ccccc2)C1 (stereo not drawn)	-4	-12	i	59	2	-6	0	-1	-2	8
COc1ccc(-n2c(SCC(=O)N3CCCCC3C)nnc2-c2cccnc2)cc1 (stereo not drawn)	6	3	i	14	0	-2	1	15	2	2
COc1ccc(OCCCC(=O)N(C)CC(=O)Nc2ccccc2Cl)cc1	-3	32	i	10	5	-8	2	-5	0	0

Back to the main list with the 2 entries that preceded the break.
SMILES	HSF1 inh	Platelet DG rel	PolyA inh	AI-2 QS mod	HSP90 refold inh	Dyrk1A ADPGlo	GSK3B inh	HSF1 activator	GSK3A inh	HDAC3 inhib
Cc1ccc(Cn2c(C)c3cnn(CC(=O)NC4CCCC4)c(=O)c3c2C)cc1	-1	0	i	26	-2	-3	7	14	-2	1
CC(C)CCNC(=O)CCCn1c(=O)[nH]c2ccc(Br)cc2c1=O	-2	-3	i	17	2	3	-2	10	1	0
CCOC(=O)C1CCc2nc3ccccc3c(=O)n21 (stereo not drawn)	1	-1	i	13	0	4	1	-4	0	8
c1ccc(-c2cc(N3CCCCC3)nc(-c3ccccc3)n2)cc1	3	-5	i	11	2	-2	-1	-6	-3	4
CCN(CC)S(=O)(=O)c1ccc(OC)c(NC(=O)COc2ccc3c(C)cc(=O)oc3c2)c1	-3	-1	i	-3	0	-1	1	18	-1	0
Cc1cc(S(=O)(=O)NC2CCCCC2)ccc1-n1cnnn1	5	9	i	4	-4	nt	0	17	1	0
CCN=c1scc(C)n1/N=C/c1cc(Br)c(O)c(OC)c1	-13	4	i	19	-4	nt	3	0	-2	?
O=C(c1oc(=O)c2ccccc2c1-c1ccccc1)N1CCC(O)CC1	-5	0	i	7	-1	13	0	-14	3	3
O=C(c1cccs1)N1CCc2ccccc21	11	4	i	9	-2	7	-1	21	-3	2
N#Cc1c(Nc2ccccc2)c(C=O)c[nH]c1=O	-3	4	i	16	3	-1	1	-3	1	?
COc1cc(NC(=O)C/C(C)=N/NC(=O)Cc2ccc(Cl)cc2)c(OC)cc1Cl	2	4	i	5	0	0	1	10	1	3
O=C(Nc1ccc(Nc2ccccc2)cc1)c1ccco1	31	5	i	-96*	0	-6	2	67*	2	11
Cc1ccc(C)c(-n2c(SCC(=O)N3CCCC3)nnc2-c2ccccn2)c1	3	3	i	14	3	1	0	-17	-2	-4
O=C(O)c1ccccc1C(=O)Nc1ccc(Oc2ccccc2)cc1	-25	-16	i	6	3	nt	1	-26	-2	0
C/C(=C\CNc1ncnc2nc[nH]c12)CO	-3	-1	i	20	nt	11	-5	6	2	-1
CCCCc1ccc(NC(=O)COc2ccc(C(=O)Nc3ccccc3OCC)cc2)cc1	-12	-25	i	5	-3	-5	2	-25	-3	-6
CC1=C(CC(=O)O)c2cc(F)ccc2/C1=C/c1ccc(S(C)=O)cc1 (stereo not drawn)	-13	-5	i	2	0	9	2	-35	-4	9
N#CC1(NC(=O)COC(=O)c2ccccc2[N+](=O)[O-])CCCCC1	11	-2	i	-2	nt	5	0	16	-1	0
CC(=O)Nc1c(C(=O)O)oc2ccc(Cl)cc12	-9	-4	i	3	-1	-1	-2	24	8	-19
COC(=O)c1ccccc1N/C=C1\CCc2c(c(C)nn2-c2ccccn2)C1=O	13	4	i	19	4	8	1	1	-2	-2
CCOC(=O)C1=C(N)Oc2c(c(=O)[nH]c3ccccc23)C1c1ccccc1 (stereo not drawn)	-7	-4	i	22	-1	3	-7	-6	1	7
O=C(N/N=C/c1ccc(OC2CSC2)cc1)c1ccc(CN2CCOCC2)cc1	-5	2	i	12	-2	1	2	-13	-2	1
O=C(COc1ccc(/C=N/NS(=O)(=O)c2ccccc2)cc1)NCc1ccccc1	-5	4	i	10	1	4	5	1	-2	5
O=C(CCCSc1nc2ccccc2[nH]1)Nc1ccccc1	-3	4	i	32	2	-2	0	10	0	3
CCCCNC(=O)CSc1nc(N)c(C(=O)Nc2ccc(OC)cc2)s1	6	9	i	10	-6	7	-1	16	-3	2
COc1cccc(-c2cn3nc4c(nc3n2)CCCC4)c1	-10	31	i	5	-1	9	0	3	4	3
O=C(N/N=C/c1ccc(O)c([N+](=O)[O-])c1)C1CC1(c1ccccc1)c1ccccc1 (stereo not drawn)	8	-3	i	14	-1	6	2	16	-1	0
CCOC(=O)c1ccc(-n2c(C)nc3ccccc3c2=O)cc1	1	-1	i	27	-2	3	-1	-5	-1	5
COc1cnc(-c2ccccc2)nc1Oc1cccc(C)c1C	-8	4	i	20	-10	2	2	1	-4	?

The list is partial; count on the stated rates, not on these rows.
